SRC3 inh: human NCOA3 inhibition; inhibition, % at 3.6 µM; AID 588352; 360,000 compounds, 0.17% hits; Q9Y6Q9; HEK293 GAL4-SRC3 luciferase reporter, luminescence;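 active = inhibition above a per-campaign cutoff, the mean of all compounds plus 3 SD, cut at about 60% in these data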;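 note: 0% = DMSO-treated cells and 100% = gossypol-treated cells at 36 µM; higher means less SRC3-driven luciferase light from the GAL4 reporter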
TROY signal inh: TROY signaling inhibition; 360,000 compounds, 0.98% hits; AID 1347056; Q293 LMP1-TROYcd NF-kB luciferase reporter, 4 h; inhibition, % at 10 µM;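 active = compounds whose plate-normalised and pattern-corrected inhibition of the luciferase reporter signal at the single screening dose is 50% or more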
Vif imaging: inhibitors of HIV Vif. HEK293T cells, Vif self-association by quenched fluorescence, imaging, 24 h. inhibition, % at 7.49 µM. 340,000 compounds, 0.35% hits; in the data active = inhibition above about 50%, passing the limit was not always enough; note: some results filed as inactive read as strong as hits
NR5A2 inv ag: suppresses constitutive activity of human LRH-1 | O00482 | HEK293T StAR-luciferase reporter, LRH-1 transfected, 24 h | inhibition, % at 3.6 µM | 360,000 compounds, 0.13% hits | AID 602396;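 active = inhibition above the mean inhibition of all tested compounds plus 3 SD, cut at about 73% in these data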;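 note: 0% = DMSO wells and 100% = reporter-only cells lacking LRH-1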
TRAIL sens C8: sensitizes caspase-8 expressing cells to TRAIL; NB7+C8 cells + TRAIL, ATPlite viability luminescence; inhibition (viability loss, TRAIL sensitization), % at 10 µM; 360,000 compounds, 1% hits; AID 624354;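 active = compounds causing at least 50% loss of cell viability in the single-dose screen, relative to plate controls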
NR2F2 inh: inhibitors of human COUP-TFII (NR2F2); P24468; HEK293T NGFI-A luciferase reporter, luminescence; inhibition, % at 8.6 µM; 370,000 compounds, 0.7% hits;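 active = inhibition above a per-plate cutoff, mean inhibition of test wells between control levels plus 3 SD, cut at about 38% in these data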;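 note: cells cotransfected with COUP-TFII expression vector driving the NGFI-A reporter; 0% = median of COUP-TF2 test wells and 100% = reporter-only cells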
Target sequence (P24468 whole entry, looked up): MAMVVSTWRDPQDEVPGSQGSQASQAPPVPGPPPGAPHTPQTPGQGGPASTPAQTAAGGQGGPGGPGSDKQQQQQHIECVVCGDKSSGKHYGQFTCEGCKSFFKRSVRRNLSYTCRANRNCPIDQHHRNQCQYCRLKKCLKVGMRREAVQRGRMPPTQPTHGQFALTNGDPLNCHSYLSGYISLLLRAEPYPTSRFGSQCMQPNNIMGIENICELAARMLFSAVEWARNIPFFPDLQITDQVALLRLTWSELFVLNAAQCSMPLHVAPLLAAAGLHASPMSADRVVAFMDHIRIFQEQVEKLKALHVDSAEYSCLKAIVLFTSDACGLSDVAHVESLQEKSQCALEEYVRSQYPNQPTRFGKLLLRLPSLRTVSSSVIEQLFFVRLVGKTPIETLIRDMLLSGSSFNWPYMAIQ
EBV LMP1 NFkB: reduces LMP1-driven NF-kappaB luciferase signal; LMP1-induced NF-kappaB luciferase reporter cells, luminescence; inhibition, % at 12.5 µM; 350,000 compounds, 0.69% hits; AID 504558; in the data active = inhibition above about 41%;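 note: 0% = neutral control wells and 100% = reference inhibitor control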
TLR9-MyD88 inh: TLR9-MyD88 interaction inhibition | CHO BLA complementation TLR9-MyD88, CCF4 FRET ratio | Q9NR96+Q99836 | inhibition, % at 4.98 µM | AID 504734 | 340,000 compounds, 0.21% hits;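 active = inhibition above the mean over all tested compounds plus 3 SD, cut at about 21% in these data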;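 note: 0% = DMSO only wells and 100% = clavulanate BLA inhibitor control wells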
SRC1 inh: inhibitors of human steroid receptor coactivator 1 (SRC1); Q15788; 360,000 compounds, 0.12% hits; HEK293 GAL4-SRC1 luciferase reporter, luminescence; inhibition, % at 3.6 µM;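 active = inhibition above the campaign mean plus 3 SD, with each screening campaign given its own cutoff, cut at about 60% in these data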;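 note: 0% = DMSO treated cells and 100% = gossypol at 36 µM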
NCOA2 inhibitor: human SRC2 (NCOA2) inhibition. HEK293 GAL4-SRC2 luciferase reporter, luminescence. inhibition, % at 9 µM. 370,000 compounds, 0.17% hits. AID 651957;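 active = inhibition above the mean inhibition of all tested compounds plus 3 SD, set per campaign, cut at about 52% in these data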;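 note: 0% = DMSO treated cells and 100% = cells given Gossypol at 36 µM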
NOD2-RIPK2 inh: inhibitors of human NOD2-RIPK2 interaction; O43353; CHO BLA complementation NOD2-RIPK2, CCF4 ratio; inhibition, % at 4.98 µM; 360,000 compounds, 0.38% hits; AID 624267; in the data active = inhibition above about 21%;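 note: 0% = vehicle only and 100% = reference blocker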
Target sequence (O43353 whole entry, looked up): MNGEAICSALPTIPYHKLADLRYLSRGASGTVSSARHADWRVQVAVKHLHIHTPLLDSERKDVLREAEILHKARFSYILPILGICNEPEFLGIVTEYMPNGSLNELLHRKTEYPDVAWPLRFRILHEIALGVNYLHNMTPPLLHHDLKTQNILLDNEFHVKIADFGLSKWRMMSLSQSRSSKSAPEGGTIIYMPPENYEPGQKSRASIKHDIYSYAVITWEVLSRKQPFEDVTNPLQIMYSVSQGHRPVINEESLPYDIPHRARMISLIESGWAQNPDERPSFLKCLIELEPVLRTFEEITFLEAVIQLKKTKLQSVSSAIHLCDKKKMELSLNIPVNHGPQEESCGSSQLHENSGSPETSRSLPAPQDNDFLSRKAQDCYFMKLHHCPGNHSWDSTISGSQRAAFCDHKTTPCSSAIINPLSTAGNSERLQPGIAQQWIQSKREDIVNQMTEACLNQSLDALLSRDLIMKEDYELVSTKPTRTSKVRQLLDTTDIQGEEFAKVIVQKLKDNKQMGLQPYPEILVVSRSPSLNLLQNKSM
An asterisk follows results filed as active; / = not tested or not shown.

SMILES	SRC3 inh	TROY signal inh	Vif imaging	NR5A2 inv ag	TRAIL sens C8	NR2F2 inh	EBV LMP1 NFkB	TLR9-MyD88 inh	SRC1 inh	NCOA2 inhibitor	NOD2-RIPK2 inh
COC(=O)/C=c1/s/c(=C(/C#N)C(=O)N2CCCCC2)n(-c2ccccc2)c1=O	3	15	1	-9	-4	5	-6	-7	10	3	2
Nc1cc(C(F)(F)F)cc([N+](=O)[O-])c1N	-11	-11	-5	6	-2	-1	-7	-8	-12	3	4
CCOC(=O)C1=C(CC)OC(N)=C(C#N)C1c1ccsc1 (stereo unspecified)	6	3	6	7	-6	0	4	3	1	12	2
COc1cc(C(=O)Nc2ccc(N(C)C)cc2)c([N+](=O)[O-])cc1OC	-36	-36	3	-54	-2	-20	2	12	-56	-33	1
Clc1ccc(-c2nnc(NCCN3CCCC3)c3ccccc23)cc1	-7	11	-2	-13	-2	-6	-2	-9	15	9	-16
CC(C)OC(=O)CC1C(=O)NCCN1C(=S)NC(=O)CCc1ccccc1 (stereo unspecified)	13	-1	2	20	1	24	2	6	8	8	10
COc1ccccc1NS(=O)(=O)c1cc(NC(=S)Nc2cc(C)cc(C)c2)ccc1Cl	26	13	-2	6	8	-2	9	-3	11	-17	0
COC(=O)c1nn(-c2ccc(C)cc2)ccc1=O	5	25	-7	8	-1	0	0	8	1	-3	2
CN(CP(=O)(O)C(O)c1ccccc1)S(C)(=O)=O (stereo unspecified)	14	-16	-5	-14	6	5	3	-1	-9	29	-4
O=C(CSC1=NS(=O)(=O)c2cc(Cl)ccc2N1)NCc1ccccc1	8	-9	19	-3	-12	6	0	-5	-3	-9	0
CCOc1ccc(C2C=C(c3ccc(C)cc3)Nc3nnnn32)cc1 (stereo unspecified)	6	-18	-2	-10	-10	-4	26	62*	2	-18	45*
CC(=O)c1ccc(N2CCN(C(=O)c3ccc(Cl)c(NC4=NC5CS(=O)(=O)CC5S4)c3)CC2)cc1 (stereo unspecified)	8	-12	4	9	5	9	-4	-2	-2	0	-2
CSc1nnc(-c2ccccc2)c(=O)[nH]1	1	2	-2	27	9	-1	2	0	-20	-25	-8
Cc1cccc(NC(=O)Cn2cc([N+](=O)[O-])cn2)n1	24	10	23	12	-1	15	2	-6	-24	-7	-6
NC(=O)C1=C[C@@H](c2coc3ccccc3c2=O)C[C@@H](OCCCCO)O1	9	5	1	9	-10	-2	0	-3	5	-24	-15
CC1(C)CC(=O)C=C(c2cccc(Br)c2)C1	-27	15	-4	22	2	12	-9	3	-9	-3	-14
CCOC(=O)c1c(C)c(C(=O)NCCCOC)c(C)n1C	4	-2	26	4	-11	-8	3	4	-2	-16	8
O=C(CC1(O)C(=O)Nc2ccccc21)c1ccc(-n2cccc2)cc1 (stereo unspecified)	-41	-19	4	1	33	-1	-8	-3	-12	10	-3
CSc1ccc(S(=O)(=O)N2CCC(C(=O)NCC3CCCO3)CC2)cc1 (stereo unspecified)	10	16	0	11	-3	1	-1	-9	2	-12	-1
NC(=O)C1CCN(c2nc(-c3cccc(Cl)c3)cs2)CC1	-112	-68	-7	-104	-23	-22	-18	3	-101	-49	-3

As entered above.
NR2F2 inh with CCOc1ccc(C2C=C(c3ccc(C)cc3)Nc3nnnn32)cc1 (stereo unspecified) is entered as -4
NR2F2 inh with Nc1cc(C(F)(F)F)cc([N+](=O)[O-])c1N is entered as -1

Next part.
SMILES	SRC3 inh	TROY signal inh	Vif imaging	NR5A2 inv ag	TRAIL sens C8	NR2F2 inh	EBV LMP1 NFkB	TLR9-MyD88 inh	SRC1 inh	NCOA2 inhibitor	NOD2-RIPK2 inh
COc1ccc(C(=O)N/C(=C\c2ccc(Cl)cc2)C(=O)NCc2ccncc2)cc1	-21	-4	1	-12	-24	4	-4	0	2	6	-9
CC1(C(=O)NCCc2c[nH]c3ccccc23)C=CCN1C(=O)c1ccccc1 (stereo unspecified)	-6	-23	23	-3	-4	-13	23	2	-7	-3	-3
Cc1ccc2cc(/C=N/NC(=O)[C@H](C)NC(=O)OC(C)(C)C)c(Cl)nc2c1	26	-7	1	18	-2	2	3	16	-22	2	-1
Cc1cccc(CN2CCN(C3CN(Cc4cn(Cc5cc(C)cc(C)c5)nn4)S(=O)(=O)C3)CC2)c1 (stereo unspecified)	/	16	/	27	11	17	/	/	/	23	-19
Cc1noc(NS(=O)(=O)c2ccc(NC(=O)C(Cl)(Cl)Cl)cc2)c1C	1	6	/	-1	5	23	0	-9	-6	-1	4
O=C(COc1coc(CN2CCN(c3ccccc3F)CC2)cc1=O)Nc1ccccc1	5	15	19	-12	10	-11	3	0	-64	-31	-10
CN(CC(=O)Nc1ccccc1C(F)(F)F)Cc1c(O)ccc2ccccc12	-10	18	-11	34	12	1	1	-8	-2	-30	-5
O=[N+]([O-])c1ccc(-c2ccc(/C=N/n3cnnc3)o2)c(Br)c1	-7	24	-3	22	13	-9	12	7	-4	-32	10
Oc1c(Br)cc(Br)cc1/C=N/n1c(-c2ccccc2)n[nH]c1=S	-1	5	2	-5	3	4	-18	-10	-7	5	-3
CN(Cc1cccs1)c1nc(-c2cccnc2)nc2ccccc12	12	32	-7	46	27	-8	-3	1	9	-17	7
CN(c1nc2ccccc2nc1Cl)S(=O)(=O)c1ccccc1	-15	-13	-6	-12	4	17	-11	-4	-23	-14	4
COc1ccc(CC(N)c2csc(NC(=O)c3cc(C(C)(C)C)nn3Cc3ccccc3)n2)cc1 (stereo unspecified)	-7	16	5	4	50*	18	/	/	10	-8	3
Cc1ccc(NC(=O)[C@@H]2CCCN2S(=O)(=O)c2ccccc2F)cc1S(=O)(=O)N1CCOCC1	9	-9	-9	15	9	10	-6	-3	5	16	-51
CCN(CC)CCCNc1cc2n(c(=O)n1)CCc1cc(OC)c(OC)cc1-2	-15	-3	-9	-2	-9	-13	-6	-8	-12	-10	-4
C[C@H](CO)N1C[C@H](C)[C@@H](CN(C)C(=O)c2cccc(F)c2)Oc2cc(-c3cncnc3)ccc2S1(=O)=O	17	12	-1	-21	11	5	-1	6	1	-5	-9
Cn1c(CO)nc2c3ccccc3ccc21	1	-30	-2	-17	12	-7	-4	5	-11	7	-11
O=C(CCC(=O)N1CCN(c2cccc(Cl)c2)CC1)c1cccs1	0	3	-8	-19	-2	-42	-22	3	-28	-34	6
COC(=O)c1cccc(C(=O)N2CCCC(CCC(=O)N(C)CCc3ccccn3)C2)c1 (stereo unspecified)	23	-10	8	6	4	-12	2	2	-1	3	-6
COc1ccc(CCN2C(=O)N[C@@H](CCC(=O)O)C2=O)cc1	9	24	-18	-1	1	8	6	-3	12	-2	4
COc1ccc(C(CC(=O)Nc2cc([N+](=O)[O-])ccc2OC)c2ccccc2)cc1 (stereo unspecified)	25	-15	10	-6	2	-9	1	-4	14	-3	-8
Oc1ccc(N2CCN(c3ncnc4sc5c(c34)CCC5)CC2)cc1	11	21	/	-40	-4	10	2	-8	6	-4	-6
O=C(NCCCn1ccnc1)c1nn2c(C(F)(F)F)cc(-c3ccccc3)nc2c1Cl	-2	5	-15	-2	9	9	4	3	12	-3	-5
O=C(Cc1ccccc1)N[C@@H](Cc1ccccc1)c1nc2ccccc2[nH]1	8	1	-1	8	-1	1	3	-11	-7	12	-5
O=C(NCCCc1ccccc1)Nc1ccccc1	-3	-35	3	-3	-13	-22	-3	-14	1	-27	-4
CC1CCN(c2ccccc2NC(=O)c2ccc(C#N)cc2F)CC1	19	-20	2	9	26	-3	5	/	10	0	-14
CCN(C(=O)COC(=O)CNC(=O)c1cccc(C)c1)c1c(N)n(Cc2ccccc2)c(=O)[nH]c1=O	-6	-28	2	3	-1	21	3	1	13	-15	1
C/C(=N\NC(=O)CNc1ccccc1)c1ccccc1	-13	1	-7	-7	-6	21	2	-1	-73	6	-5
Cn1c(=O)c2c(nc(N3CCOCC3)n2C/C=C/c2ccccc2)n(C)c1=O	8	-2	0	10	-10	-16	/	/	14	8	-7
Cn1ccnc1SCc1cc(=O)[nH]c2ccccc12	-17	-24	/	-32	-1	0	-8	-2	-7	-14	2
CCCCNC(=O)CNC(=S)N(CCCN1CCOCC1)Cc1cccs1	1	-2	3	5	-5	-3	2	-6	-2	12	-5
Cn1c(N)c(C(=O)COC(=O)CCOc2ccc(C(C)(C)C)cc2)c(=O)n(C)c1=O	10	9	-5	-9	6	11	-1	-19	-26	-38	-1
Cc1ccccc1NC(=O)COC(=O)CNC(=O)c1sc2ccccc2c1Cl	11	-1	4	-11	7	12	-2	-10	9	-9	10
CNS(=O)(=O)c1cc(N(C)S(=O)(=O)c2ccc(C)cc2)c(C)cc1C	15	-9	-3	4	-5	18	-12	-11	5	17	-4
CCOC(=O)c1c(NC(=O)Nc2ccc(F)cc2)sc2c1CCN(C)C2	17	16	-2	-32	-5	-9	4	-22	10	12	-10
Cc1ccc(NC(=O)CCc2ccccc2)cc1C	-64	-41	-12	-96	12	-19	-17	3	-49	-18	8
COC(=O)C(=Cc1ccc(OCc2ccc([N+](=O)[O-])cc2)c(OC)c1)C(=O)OC	-27	57*	-6	-48	44	-17	13	6	-52	-26	2
CC1CN(C(=O)c2cc3cc([N+](=O)[O-])ccc3oc2=O)CC(C)O1 (stereo unspecified)	4	6	-2	1	-11	8	-5	5	-4	20	-8
CCn1c(=S)sc2c(=O)n(CC(=O)Nc3ccc(OC)c(Cl)c3)c(C)nc21	12	-6	-2	42	2	10	1	-12	-1	-21	6
CCN(CC)CCCNC(=O)c1ccc(CS(=O)(=O)c2ccccc2OC)o1	-2	18	/	1	-10	-4	3	-127	-13	-10	5
COc1ccc(CN2CCN(S(=O)(=O)c3ccccc3)CC2)c(OC)c1	-17	6	5	12	-4	-1	37	-1	-4	-6	-2
CC(=O)c1cc(-c2ccccc2)n(CC(=O)N2CCCCC2)c1C	20	1	-2	0	0	-7	8	10	23	7	-5
CCN(CCCNC(=O)CN1C(=O)COc2ccccc21)c1ccccc1	-3	7	3	4	32	11	-3	4	-3	10	6
COc1ccc(N2C(=O)CC(N3CCN(S(=O)(=O)c4c(F)cccc4F)CC3)C2=O)cc1OC (stereo unspecified)	-20	-8	-4	9	-14	-7	-2	2	10	-16	-8
CCc1ccc2c(c1)C(c1ccc([N+](=O)[O-])cc1)=NNC(c1ccccc1)=N2	1	-28	0	-6	12	0	-11	-7	5	18	7
COc1cccc(N2CCN(C(=O)C3CCCN(c4ncnc5c4nc4n5CCCCC4)C3)CC2)c1 (stereo unspecified)	-15	12	-1	18	7	7	-11	5	15	-13	-7
CCc1cc(=O)oc2c(CN3CCCC3)c(O)c(Cl)cc12	-11	-11	24	10	-17	5	-1	-7	-20	8	-9
Cc1ccc(S(=O)(=O)NC(C)C(=O)N2CCOCCOCCOCCOCC2)cc1 (stereo unspecified)	13	6	-5	-9	-13	14	-5	-3	-15	-38	9
O=C(N/N=C/c1ccco1)c1cccc(N2Cc3ccccc3C2)c1	-4	-59	8	-4	-14	2	-4	6	-6	-6	1
CCOC(=O)c1cccc(P(=O)(C(C)(C)C)C(C)(C)C)c1	15	-4	9	4	-4	12	9	-2	2	6	8

These rows are one share of the data; rates above refer to the full screens.
